# Screening data (PubChem BioAssay)
# ZTA counter: counter-screen for EBNA-1 inhibitors: inhibitors of Epstein-Barr virus ZTA. P03206. ZTA-DNA binding, fluorescence polarization. inhibition, % at 11 µM. 0.15% of 320,000 active; in the data active = inhibition above about 33%
# Target sequence (P03206 whole entry, looked up): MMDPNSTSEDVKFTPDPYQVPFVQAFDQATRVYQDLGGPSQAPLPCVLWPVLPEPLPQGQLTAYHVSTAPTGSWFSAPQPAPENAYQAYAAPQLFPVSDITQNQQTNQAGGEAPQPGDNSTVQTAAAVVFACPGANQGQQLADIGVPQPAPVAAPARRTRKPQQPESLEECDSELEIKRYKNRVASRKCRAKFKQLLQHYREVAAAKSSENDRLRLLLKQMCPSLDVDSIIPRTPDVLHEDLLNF
# MCL1 BIM primary: inhibitors of human MCL1 binding to BIM-BH3 peptide | 0.68% of 320,000 active | Q07820 | GST-MCL1 / FITC-Bim-BH3 fluorescence polarization | inhibition, % at 10.9 µM;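 active = inhibition above the mean inhibition of all tested compounds plus 3 SD, set per campaign, cut at about 40% in these data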;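 note: 0% = DMSO wells and 100% = unlabeled Bim-BH3 peptide control; higher means more loss of mP so more displacement of Bim peptide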
# Target sequence (Q07820 whole entry, looked up): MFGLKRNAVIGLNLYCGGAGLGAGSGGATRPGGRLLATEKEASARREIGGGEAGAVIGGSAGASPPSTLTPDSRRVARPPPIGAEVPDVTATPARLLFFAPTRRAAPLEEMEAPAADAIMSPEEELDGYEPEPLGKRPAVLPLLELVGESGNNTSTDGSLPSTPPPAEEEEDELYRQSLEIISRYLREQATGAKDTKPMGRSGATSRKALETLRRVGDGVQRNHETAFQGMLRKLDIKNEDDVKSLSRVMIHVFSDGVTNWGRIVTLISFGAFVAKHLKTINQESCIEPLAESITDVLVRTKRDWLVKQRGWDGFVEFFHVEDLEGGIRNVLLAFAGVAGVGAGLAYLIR
# GLD-1 RNA inh: GLD-1-TGE RNA interaction inhibition (C. elegans). inhibition, % at 5.96 µM. purified GLD-1 + fluorescein TGE RNA, fluorescence polarization. Q17339. 0.44% of 320,000 active;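 active = percent inhibition above a per-plate cutoff, the plate mean of test compounds plus 3 SD, cut at about 30% in these data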;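 note: 0% = DMSO wells with GLD-1 and probe and 100% = wells lacking GLD-1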
# Yeast superoxide: caloric restriction mimetics inhibiting age-related superoxide in yeast. S. cerevisiae aged cells, superoxide DHE fluorescence; active compounds read low. superoxide response (% of plate mean), % at 10 µM. 0.18% of 330,000 active;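 active = superoxide response under a set limit, about three screen SD below normal, cut at about 65% in these data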;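 note: yeast aged for seven days with compound at 30 °C before DHE staining; 100% = average MFI of all compound-treated wells on the plate with controls excluded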
# Bcl-xL primary: blocks human Bcl-xL binding to Bim BH3 peptide | Q07817 | GST-Bcl-xL / FITC-Bim BH3 peptide fluorescence polarization | inhibition, % at 10.9 µM | 0.7% of 320,000 active;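 active = inhibition above the mean of all tested compounds plus 3 SD, cutoff set per campaign, cut at about 30% in these data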;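 note: 0% = DMSO wells and 100% = unlabeled Bim-BH3 peptide competitor; inhibitors lower millipolarization by displacing the labeled peptide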
# MEX-5 binding: C. elegans MEX-5 TCR-2 RNA binding activity; Q9XUB2; MEX-5/FITC-TCR2 RNA binding, fluorescence polarization; active compounds read low; activity score (negative = inhibition of binding), % at 10 µM; 0.38% of 300,000 active; AID 1832;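 active = inhibition past about -25% in most replicates, and total fluorescence under double the plate's negative control median, limit read from the data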;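 note: 0% = DMSO and -100% = 5 µM competing unlabeled TCR2 RNA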
# Target sequence (Q9XUB2 whole entry, looked up): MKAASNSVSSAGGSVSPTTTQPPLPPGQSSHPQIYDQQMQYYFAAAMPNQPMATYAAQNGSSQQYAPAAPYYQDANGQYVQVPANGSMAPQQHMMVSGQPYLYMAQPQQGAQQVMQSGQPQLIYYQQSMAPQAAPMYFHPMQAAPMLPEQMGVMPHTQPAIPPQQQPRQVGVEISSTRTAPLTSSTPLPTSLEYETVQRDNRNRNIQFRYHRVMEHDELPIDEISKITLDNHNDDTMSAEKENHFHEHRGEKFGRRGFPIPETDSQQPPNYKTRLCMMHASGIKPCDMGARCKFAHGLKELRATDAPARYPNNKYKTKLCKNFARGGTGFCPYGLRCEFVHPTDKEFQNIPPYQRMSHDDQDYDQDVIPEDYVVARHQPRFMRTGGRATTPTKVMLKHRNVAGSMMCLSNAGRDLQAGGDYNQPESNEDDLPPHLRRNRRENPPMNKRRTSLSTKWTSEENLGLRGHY
# Efflux pump mplx: antifungal efflux pump inhibition, Nile Red retention; S. cerevisiae Candida pump triplex; inhibition, % at 10 µM; 0.44% of 330,000 active; AID 485275;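 active = plate passing quality check with inhibition over a set limit, or well fluorescence over plate mean plus 4 SD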;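 note: Nile Red retained in pooled yeast measured as flow cytometry median fluorescence; 0% = buffer negative control and 100% = Enniatin B positive control; higher means more Nile Red kept so more efflux inhibition; some compounds called inactive have numbers as strong as hits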
# Fam108B inh: Fam108B inhibition, counter-screen for RBBP9 inhibitors. recombinant Fam108B, FP-Rh probe fluorescence polarization. inhibition, % at 9.51 µM. 0.33% of 300,000 active;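 active = inhibition above the screen mean inhibition plus 3 SD, computed separately per campaign, cut at about 18% in these data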;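 note: inhibitors lower polarization as less probe binds the enzyme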
# EBNA-1 inh: blocks EBNA-1 binding to DNA; EBNA-1 DNA binding, fluorescence polarization; inhibition, % at 14.8 µM; 0.34% of 300,000 active; in the data active = inhibition above about 28%
# * = called active by the depositor; / = not tested or not shown.
# Key to letters: A = ZTA counter; B = MCL1 BIM primary; C = GLD-1 RNA inh; D = Yeast superoxide; E = Bcl-xL primary; F = MEX-5 binding; G = Efflux pump mplx; H = Fam108B inh; I = EBNA-1 inh
molecule: COC(=O)C1=C(C(=O)OC)[C@@H]2N(C)c3ccc(OC)cc3[C@@]23C[C@@H](C(=O)OC)N(C(=O)CC(C)C)C3=N1
  A: -2; B: 5; C: 7; D: 98; E: 6; F: 2.2; G: -0.1; H: 1; I: 1

molecule: NC(=O)c1ccc(C2SCC(=O)N2CCc2ccccc2)cc1 (stereo not drawn)
  A: 1; B: -2; C: 4; D: 107; E: 1; F: /; G: 0.1; H: /; I: /

molecule: O=C(COC(=O)Cc1ccc(Cl)c(Cl)c1)Nc1ccc2[nH]c(=O)[nH]c2c1
  A: 5; B: -8; C: 1; D: 94; E: -4; F: -0.7; G: 0.0; H: -4; I: 6

molecule: Cc1cc(C)cc(-n2nnc(C(=O)NCc3ccc(Cl)cc3)c2N)c1
  A: -5; B: -3; C: 4; D: 117; E: 6; F: 1.4; G: -0.1; H: 0; I: 13

molecule: CC(C)c1cccc(C(C)C)c1OC(=O)NC(=O)c1c(F)cccc1F
  A: -1; B: 16; C: -4; D: 79; E: 5; F: 3.0; G: 0.3; H: 0; I: -3

molecule: CC(=O)N1CCN(C(=O)c2ccc(S(=O)(=O)Nc3ccccc3F)cc2)CC1
  A: -6; B: -7; C: 7; D: 99; E: -1; F: /; G: 0.4; H: /; I: /

molecule: COc1ccc(CC(=O)Nc2ccc(N3CCCCC3)cc2)cc1
  A: -7; B: 5; C: 2; D: 99; E: 4; F: 3.2; G: -0.1; H: -5; I: 9

molecule: COc1cc(NC(=O)COc2ccc(Br)cc2)ccc1NC(=O)C(C)C
  A: -3; B: 0; C: 2; D: 97; E: -1; F: 2.3; G: -0.2; H: 3; I: -3

molecule: Cc1ccc(SC(C)C(=O)Nc2ccccc2-c2ccccc2)cc1 (stereo not drawn)
  A: -3; B: 0; C: -3; D: 102; E: 3; F: 1.2; G: -0.1; H: -2; I: 2

molecule: O=C(CSCc1ccc(F)cc1)N1CCN(c2ccccc2)CC1
  A: 5; B: 8; C: 4; D: 109; E: 6; F: /; G: 0.2; H: 1; I: -5

molecule: Cc1ccc2c(c1)/C(=C/c1ccco1)C(=O)N2
  A: 0; B: 7; C: 8; D: 100; E: 4; F: -0.3; G: 0.0; H: 0; I: 3

molecule: Cc1cccc(OCC(=O)Nc2ccc3c(c2)nc(CCN2CCN(c4ccccn4)CC2)n3C)c1
  A: 3; B: -1; C: 2; D: 109; E: 5; F: -1.7; G: 0.1; H: -2; I: 6

molecule: CCCCn1c(=O)[nH]c(=O)c2c1nc(-c1ccccc1F)n2Cc1ccccc1OC
  A: -4; B: 3; C: 10; D: 92; E: 5; F: 0.8; G: -0.1; H: 4; I: 1

molecule: Cc1cc(C)nc(SC2CC(=O)N(c3ccc(Cl)cc3)C2=O)n1 (stereo not drawn)
  A: 13; B: 5; C: 4; D: 96; E: 2; F: 0.1; G: 0.1; H: 3; I: 1

molecule: O=C(CSc1nc2cc(Cl)c(Cl)cc2[nH]1)c1ccc2c(c1)OCO2
  A: -3; B: -12; C: 12; D: 104; E: -13; F: 0.3; G: 0.0; H: -1; I: 2

molecule: O=C(c1cc2ccccc2o1)N(C1CC1)C1(C(=O)Nc2ccccc2)CCCC1
  A: -12; B: -6; C: 3; D: 105; E: -3; F: -1.8; G: 0.1; H: 9; I: -1

molecule: Cc1nc(CCNC(=O)CC2C(=O)NCCN2Cc2ccc(F)cc2)sc1C (stereo not drawn)
  A: -7; B: 14; C: 9; D: 107; E: 11; F: 0.8; G: 0.0; H: -2; I: 7

molecule: CC(C)Sc1nc2c(cnn2-c2ccc(F)cc2)c(=O)[nH]1
  A: 3; B: 1; C: 1; D: 110; E: 2; F: 0.4; G: 0.1; H: 0; I: 5

molecule: COC(=O)Cc1c(C)nc(SCc2ccccc2)[nH]c1=O
  A: 9; B: 3; C: -5; D: 97; E: 4; F: -2.9; G: 0.0; H: 1; I: 9

molecule: COc1ccc(-n2c(=S)[nH]c3cc(C(=O)N4CCN(c5ccccc5)CC4)ccc3c2=O)c(OC)c1
  A: 1; B: 11; C: 2; D: 109; E: 4; F: -0.4; G: 0.1; H: 3; I: 26

molecule: COc1ccc(C(=O)Nc2c3c(nn2-c2ccc(Cl)cc2)CS(=O)(=O)C3)cc1
  A: -3; B: 0; C: -3; D: 86; E: 2; F: -2.2; G: 0.1; H: -3; I: -7

molecule: COc1cc(OC)cc(C(=O)N[C@H](C(=O)Nc2nnc(C3CC3)s2)C(C)C)c1
  A: -1; B: -3; C: 2; D: 102; E: 6; F: -1.0; G: -0.1; H: -2; I: -1

molecule: CCOc1c(S(=O)(=O)NC2CC(C)(C)NC(C)(C)C2)ccc(Cl)c1Cl
  A: 9; B: 8; C: 0; D: 103; E: 4; F: 0.1; G: 0.1; H: 4; I: -11

molecule: Cc1cccc(Nc2nc(NCCCN3CCOCC3)nc(N)c2[N+](=O)[O-])c1
  A: -7; B: -7; C: 3; D: 114; E: 2; F: 1.6; G: 0.0; H: 3; I: -6

molecule: O=S(=O)(c1ccc(F)cc1)N1CCN(C(=S)NCCc2ccccc2)CC1
  A: -6; B: 2; C: 3; D: 106; E: 3; F: 2.6; G: 0.1; H: -1; I: -11

molecule: CCOC(=O)COc1ccc(N)cc1CC(NC(C)=O)(C(=O)OCC)C(=O)OCC
  A: 19; B: -6; C: 5; D: 110; E: -4; F: -0.9; G: -0.1; H: 2; I: 12

molecule: CC(C)c1ccc(OC(=O)c2cccc(S(=O)(=O)N3CCN(C)CC3)c2)cc1
  A: -10; B: -12; C: -1; D: 108; E: -9; F: 5.2; G: -5.4; H: -4; I: 0

molecule: COc1cc(-n2c(=O)c3ccccc3n(CC(=O)c3ccccc3)c2=O)cc(OC)c1OC
  A: -7; B: 0; C: 1; D: 80; E: 2; F: 2.6; G: 0.0; H: 0; I: 1

molecule: Cc1ccc(OC(=O)c2cc3ccccc3o2)cc1
  A: -6; B: -2; C: -10; D: 103; E: -4; F: -2.0; G: -0.1; H: -1; I: -3

molecule: CCCn1nc2cc(C(=O)NCc3ccc4c(c3)OCO4)ccc2c1OCC
  A: -1; B: 4; C: 5; D: 98; E: 1; F: 1.5; G: 0.1; H: 1; I: 5

molecule: O=C(O)CSC1CC(=O)N(c2ccc(Br)cc2)C1=O (stereo not drawn)
  A: -3; B: 3; C: 4; D: 104; E: 8; F: 1.4; G: -0.1; H: -4; I: 4

molecule: O=C1C(SC(F)(F)C(F)F)=C(C(F)(F)F)OC2C3C=CC(C3)C12 (stereo not drawn)
  A: -16; B: 5; C: 9; D: 106; E: 8; F: -1.6; G: -0.1; H: -2; I: -14

molecule: Cc1ccccc1C(=O)Nc1cccc(NC(=O)c2cccnc2)c1
  A: -3; B: 0; C: 2; D: 81; E: 4; F: -0.7; G: 0.1; H: 1; I: -1

molecule: Cc1ccc(NC(=O)c2ccccc2NS(=O)(=O)c2ccc(F)cc2)cc1S(=O)(=O)N1CCCCC1
  A: 9; B: 8; C: 2; D: 99; E: 1; F: 1.0; G: 0.0; H: 2; I: 3

molecule: Cn1cccc1C(=O)NC(=O)COC(=O)c1ccccc1Sc1ccccc1C#N
  A: 0; B: 0; C: -10; D: 94; E: 3; F: -1.7; G: -0.1; H: -9; I: -2

molecule: O=C(Nc1ccc(Br)cc1)/C(=C/c1cccc([N+](=O)[O-])c1)NC(=O)C1CCCCC1
  A: 10; B: 6; C: 2; D: 102; E: 4; F: 0.2; G: 0.0; H: -22; I: -3

molecule: Cc1ccc(NC(=O)CSCC(=O)NNC(=O)c2nn(C)c(=O)c3ccccc23)cc1
  A: 19; B: 4; C: 2; D: 97; E: 0; F: /; G: -0.2; H: /; I: /

molecule: CCc1ccc2[nH]c(=O)c(C(c3nnnn3CCOC)N3CCN(c4ccc(F)cc4)CC3)cc2c1 (stereo not drawn)
  A: 2; B: 0; C: 5; D: 81; E: -1; F: -3.1; G: 0.2; H: 4; I: 5

molecule: O=C(COc1ccccc1)Nc1ccc2c(c1)nc1n2CCSC1
  A: -11; B: 17; C: 1; D: 84; E: 2; F: -0.2; G: -0.4; H: 6; I: 1

molecule: Cc1ccccc1-n1nnnc1SCC(=O)Nc1ccc(S(=O)(=O)N2CCCC2)cc1
  A: -6; B: 7; C: 2; D: 126; E: -4; F: -0.2; G: 0.3; H: -4; I: -9

molecule: Cc1ccccc1C(=O)OCc1nnc(-c2ccc(Cl)cc2)o1
  A: -11; B: 3; C: 0; D: 94; E: -8; F: 0.1; G: 0.0; H: 6; I: -3

molecule: Cc1ccc(S(=O)(=O)NNC(=O)Nc2cccc(C)c2C)c(C)c1
  A: -3; B: 2; C: 5; D: 97; E: 2; F: -2.3; G: 0.0; H: -1; I: 6

molecule: Cc1ccc(S(=O)(=O)NC(=O)Nc2nnc(C3CC3)s2)cc1
  A: -16; B: 4; C: 9; D: 98; E: 6; F: 0.2; G: 0.1; H: 2; I: -6

molecule: COC(=O)c1nn(-c2nc(-c3cccc(OC)c3)cc(C(F)(F)F)n2)cc1[N+](=O)[O-]
  A: -2; B: 6; C: 4; D: 103; E: 2; F: 0.1; G: -0.1; H: 4; I: -4

molecule: O=C(NC1=NCCS1)c1cc(Cl)ccc1Cl
  A: -2; B: 3; C: -1; D: 98; E: 2; F: 2.6; G: -0.1; H: 2; I: -1

molecule: COc1ccccc1-n1c(SCC(=O)O)nnc1-c1ccc(S(=O)(=O)N2CCCCC2)cc1
  A: 14; B: 2; C: 7; D: 113; E: 0; F: -0.1; G: 0.1; H: 4; I: -4

molecule: CC1CCN(C(=O)CN(C)S(=O)(=O)c2cccc3nsnc23)CC1
  A: 5; B: -3; C: 5; D: 101; E: 1; F: -0.5; G: -0.1; H: -3; I: -4

molecule: Cc1ccc(NC(CC(=O)c2ccccc2)C(=O)O)cc1Cl (stereo not drawn)
  A: 4; B: -3; C: -8; D: 101; E: 6; F: -2.6; G: 0.3; H: 3; I: -5

molecule: COc1cc(NS(=O)(=O)c2ccc(NS(=O)(=O)c3ccccc3)cc2)nc(OC)n1
  A: 1; B: 9; C: 1; D: 108; E: 11; F: -1.3; G: 0.0; H: 6; I: 0

# 5 records picked at random from those above, as already listed:
# Key to letters: A = ZTA counter; B = MCL1 BIM primary; C = GLD-1 RNA inh; D = Yeast superoxide; E = Bcl-xL primary; F = MEX-5 binding; G = Efflux pump mplx; H = Fam108B inh; I = EBNA-1 inh
molecule: O=C(O)CSC1CC(=O)N(c2ccc(Br)cc2)C1=O (stereo not drawn)
  A: -3; B: 3; C: 4; D: 104; E: 8; F: 1.4; G: -0.1; H: -4; I: 4

molecule: Cc1ccc(NC(=O)c2ccccc2NS(=O)(=O)c2ccc(F)cc2)cc1S(=O)(=O)N1CCCCC1
  A: 9; B: 8; C: 2; D: 99; E: 1; F: 1.0; G: 0.0; H: 2; I: 3

molecule: Cc1ccccc1-n1nnnc1SCC(=O)Nc1ccc(S(=O)(=O)N2CCCC2)cc1
  A: -6; B: 7; C: 2; D: 126; E: -4; F: -0.2; G: 0.3; H: -4; I: -9

molecule: CC1CCN(C(=O)CN(C)S(=O)(=O)c2cccc3nsnc23)CC1
  A: 5; B: -3; C: 5; D: 101; E: 1; F: -0.5; G: -0.1; H: -3; I: -4

molecule: Cc1ccc(S(=O)(=O)NC(=O)Nc2nnc(C3CC3)s2)cc1
  A: -16; B: 4; C: 9; D: 98; E: 6; F: 0.2; G: 0.1; H: 2; I: -6

# Rows were taken by chance. Share with any hit: about 2.3%.
